M5 ag: agonists of human muscarinic M5 receptor (CHRM5); P08912; hit rate 0.19% among 360,000; activation, % at 3 µM; CHO-K1 hM5 cells, Fluo-8 calcium fluorescence; 0% DMSO wells, 100% maximal acetylcholine response;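 active means activation above the run's mean over test compounds plus 3 SD, cut at about 23% in these data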;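 further: signal is peak over basal fluorescence ratio across the kinetic read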
Target sequence (P08912 whole entry, looked up): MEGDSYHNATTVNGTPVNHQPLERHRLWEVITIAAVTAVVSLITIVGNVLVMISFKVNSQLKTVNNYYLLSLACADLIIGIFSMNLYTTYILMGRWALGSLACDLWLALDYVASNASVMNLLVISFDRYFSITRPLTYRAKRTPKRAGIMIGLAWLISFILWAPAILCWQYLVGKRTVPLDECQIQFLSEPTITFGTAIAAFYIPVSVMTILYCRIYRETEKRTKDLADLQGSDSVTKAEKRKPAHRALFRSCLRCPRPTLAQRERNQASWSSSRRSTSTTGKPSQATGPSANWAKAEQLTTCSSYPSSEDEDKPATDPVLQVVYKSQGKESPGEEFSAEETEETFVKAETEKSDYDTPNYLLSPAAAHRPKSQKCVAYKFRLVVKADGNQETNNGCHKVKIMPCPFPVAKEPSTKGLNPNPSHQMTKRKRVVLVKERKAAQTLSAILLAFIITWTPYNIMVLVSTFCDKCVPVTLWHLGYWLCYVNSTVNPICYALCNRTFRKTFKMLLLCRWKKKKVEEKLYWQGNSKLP
M4 antag: blocks acetylcholine activation of human M4 receptor. P08173. CHO-hM4 cells, ACh EC80, Fluo-8 calcium fluorescence. inhibition, % at 3 µM. hit rate 0.73% among 360,000. AID 624125;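 active means inhibition above its plate's cutoff, the mean inhibition of sample wells plus 3 SD, cut at about 27% in these data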;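 further: 0% = acetylcholine EC80 with DMSO and 100% = DMSO without agonist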
M1 PAM: positive allosteric modulators of human M1 muscarinic receptor; P11229; CHO-K1 hM1, Fluo-8 calcium fluorescence, ACh EC20; 0% = ACh EC20, 100% = maximal ACh; activation, % at 3 µM; hit rate 0.088% among 360,000; in the data active means activation above about 19%, passing the limit was not always enough
TAAR1 agonist: human TAAR1 agonism; CHO RD-HGA16 TAAR1, Fluo-8 calcium fluorescence; vehicle wells 0%, saturating PEA agonist 100%; activation, % at 3 µM; hit rate 0.99% among 360,000;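 active means activation above the mean activation of all test compounds in the run plus 3 SD, cut at about 38% in these data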
Target sequence (Q96RJ0 whole entry, looked up): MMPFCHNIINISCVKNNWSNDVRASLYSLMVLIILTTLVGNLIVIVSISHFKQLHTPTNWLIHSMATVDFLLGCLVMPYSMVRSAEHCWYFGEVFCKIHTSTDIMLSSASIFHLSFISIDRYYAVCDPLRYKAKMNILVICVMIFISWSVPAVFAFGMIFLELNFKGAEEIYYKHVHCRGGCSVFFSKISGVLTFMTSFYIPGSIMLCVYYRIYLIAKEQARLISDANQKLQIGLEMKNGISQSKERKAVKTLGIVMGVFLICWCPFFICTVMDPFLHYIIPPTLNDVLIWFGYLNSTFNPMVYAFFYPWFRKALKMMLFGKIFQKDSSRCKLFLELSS
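Repeats: no replicates (n 1) | Material: CHO-derived RD-HGA16 cells with stable Gα16 and human TAAR1 | Technique: Kinetic Fluo-8 calcium fluorescence | Schedule: 17-24 h seeding, 75 min 37 °C dye, 30 min RT | Evaluation: % activation from peak over basal fluorescence ratio, DMSO-to-PEA scaled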
M1 ag: activates human CHRM1 receptor | CHO-K1 hM1, Fluo-8 calcium fluorescence, agonist mode; 0% DMSO, 100% acetylcholine EC100 | activation, % at 3 µM | hit rate 0.33% among 360,000 | AID 588814;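 active means activation above the run's mean compound activation plus 3 SD, cut at about 16% in these data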;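 further: peak over basal fluorescence ratio within a 140 s kinetic read after compound addition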
CHRM1 antagonist: blocks human M1 muscarinic receptor | CHO-K1 hM1, Fluo-8 calcium fluorescence, ACh EC80 antagonist | inhibition, % at 3 µM | hit rate 1.3% among 360,000;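 active means percent inhibition above its own plate's cutoff, namely the mean of that plate's compound wells plus 3 SD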;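 further: peak over basal fluorescence ratio during 140 s after agonist addition; 0% = ACh EC80 plus DMSO and 100% = DMSO alone without agonist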
M5 PAM: CHRM5 positive allosteric modulation. P08912. CHO-K1 hM5, Fluo-8 calcium, ACh EC20 PAM; 0% = ACh EC20, 100% = ACh EC100. activation, % at 3 µM. hit rate 0.3% among 360,000;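 active means activation above the run cutoff, the mean activation of all test compounds plus 3 SD, cut at about 18% in these data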
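System: CHO-K1 hM5 cells. Reagent: acetylcholine, EC20 level. Compound dosing: single dose, 3 µM nominal final test concentration. Timing: Post-acetylcholine fluorescence recording 140 s. Detection: Fluo-8 calcium fluorescence. Read-out: % activation, ACh-normalized. Benchmarks: ACh EC20 and EC100 wells. Repeats: singlicate, one well per test compound.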
CHRM5 antagonist: blocks acetylcholine activation of human M5 receptor; CHO-hM5 cells, Fluo-8 calcium fluorescence, ACh EC80; P08912; hit rate 0.59% among 360,000; AID 624040; inhibition, % at 3 µM;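 active means inhibition above a per-plate cutoff, the mean of that plate's test compounds plus 3 SD, cut at about 27% in these data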;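 further: 0% = acetylcholine EC80 with DMSO and 100% = DMSO without agonist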
CHRM4 agonist: CHRM4 agonism in calcium assay; CHO-K1 hM4/Gqi5, Fluo-8 calcium fluorescence; vehicle 0%, full acetylcholine response 100%; activation, % at 3 µM; hit rate 0.14% among 360,000; AID 624127;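 active means activation above the run mean over all test wells plus 3 SD, cut at about 32% in these data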;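 further: peak over basal fluorescence ratio per well then scaled between controls; 0% = DMSO wells and 100% = acetylcholine at EC100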
* hit, by the source's call; / = no result given. The list is partial; the hit share may differ from the screen's.

SMILES | M5 ag | M4 antag | M1 PAM | TAAR1 agonist | M1 ag | CHRM1 antagonist | M5 PAM | CHRM5 antagonist | CHRM4 agonist
COc1ccc(N(CC(=O)NCc2cccnc2)S(=O)(=O)c2c(C)nn(C)c2C)cc1 | 3 | -8 | 0 | 4 | -4 | -7 | -5 | 1 | 5
Nn1c(-c2ccccc2)nc2ccccc2c1=O | 1 | -2 | 7 | 0 | -5 | -8 | 5 | 3 | 1
CCOC(=O)C1(CCOC)CCN(Cc2cnc(-c3cccc(C)c3)nc2)CC1 | 1 | 1 | -12 | 3 | -9 | 12 | 2 | -5 | 3
Cc1cc2nc(-c3ccco3)c(Cc3cccc(F)c3)n2c(C)c1Br | 2 | -12 | 9 | 0 | -3 | -9 | 3 | -4 | 0
COc1cc(NC(=S)NC(=O)CC(C)C)ccc1NC(=O)c1cc2ccccc2o1 | -1 | 5 | 2 | 0 | -5 | 5 | -2 | 10 | 0
CCCCN(C)CCC(=O)Nc1ccc2c(c1)CCC2 | -9 | 2 | 0 | 44* | -16 | -2 | 0 | 6 | 0
NC(CSCc1ccccc1)C(=O)Nc1ccc([N+](=O)[O-])cc1 (centres undefined) | 7 | 1 | -11 | / | -2 | 15 | -5 | 11 | 8
Cc1nnc2sc(-c3ccccn3)nn12 | 1 | -1 | 12 | 0 | -2 | -15 | 5 | -9 | 0
COc1ccc(Cc2nnc(NC(=O)Nc3ccc(F)cc3)s2)cc1OC | -3 | 0 | 11 | 15 | -3 | -21 | 2 | 12 | 1
Cc1cc(O)c(C(C[N+](=O)[O-])c2ccc(Cl)cc2Cl)c(=O)o1 (centres undefined) | 2 | -8 | 8 | / | -2 | -9 | 5 | -11 | 1
CCOC(=O)C1(CCCc2ccccc2)CCN(C(=O)c2n[nH]c(CC)c2C)CC1 | 7 | -3 | -6 | 5 | 1 | 10 | 0 | 2 | 12
COC(C[C@H]1O[C@H]1[C@H](O)COCc1ccccc1)OC | 1 | 5 | -1 | 1 | -2 | 1 | -1 | 10 | 2
COc1ccc(/C(C)=N/NC(=O)CNC(=O)COc2ccccc2)c(OC)c1 | -3 | 1 | 1 | -2 | -5 | -3 | -6 | 7 | 0
CCN(CC)CCCN(C(=O)c1ccccc1C)c1nc(-c2ccc(OC)cc2)cs1 | -13 | -4 | 6 | 1 | -8 | -17 | 12 | 7 | 1
COc1cccc(OCCSc2nc3ccccc3c(=O)[nH]2)c1 | -2 | 6 | 7 | 1 | -10 | -4 | 2 | 0 | 0
CCn1cc(C(=O)NCCCOC)c(=O)c2cc(S(=O)(=O)N(C)C)ccc21 | 1 | -1 | 8 | 1 | -4 | -14 | 1 | 0 | 0
Cn1ncc(-c2ccno2)c1C(=O)O | -2 | -8 | 8 | 0 | -3 | -8 | 2 | -12 | 0
CN(C)C(=O)c1cc(C(=O)c2c(F)cccc2F)c[nH]1 | -1 | 0 | 9 | 2 | -2 | -14 | -1 | 4 | 0
Cc1cc2ccccc2c(=O)n1CC(=O)Nc1ccc2c(c1)OCCO2 | -2 | -17 | 7 | 4 | -1 | -21 | 5 | 0 | 1
COc1ccc(C(CNC(=O)c2ccc(-n3cnnn3)cc2)N2CCOCC2)cc1 (centres undefined) | -2 | 3 | 2 | 0 | -2 | 0 | 8 | -4 | 0
Cn1c(SCC(=O)Nc2nc3ccccc3s2)nnc1-c1ccccc1 | 0 | 7 | 7 | 11 | 2 | -29 | 0 | -2 | 0
O=C(CN1C(=O)C2CC=CCC2C1=O)Nc1ccc(S(=O)(=O)Nc2ncccn2)cc1 (centres undefined) | -1 | -11 | 3 | 1 | -3 | -7 | -6 | 11 | 0
O=C1N/C(=N/O)S/C1=C\c1ccccc1-n1cccn1 | 6 | -10 | 11 | 0 | -2 | -14 | 0 | -2 | 1
Cc1noc(C)c1S(=O)(=O)N1CCC(C(=O)O)CC1 | 4 | -7 | 10 | 1 | -1 | -6 | -2 | 4 | 2
CCOC(=O)C1=C(O)/C(=C/c2cc(C)n(-c3ccccc3)c2C)N=C1C | 9 | -13 | 1 | 9 | -4 | 2 | 8 | -14 | 2

A few values from the results shown.
In M5 ag, NC(CSCc1ccccc1)C(=O)Nc1ccc([N+](=O)[O-])cc1 (centres undefined) reads 7
In M1 PAM, COC(C[C@H]1O[C@H]1[C@H](O)COCc1ccccc1)OC reads -1
In TAAR1 agonist, COc1ccc(N(CC(=O)NCc2cccnc2)S(=O)(=O)c2c(C)nn(C)c2C)cc1 reads 4
In M4 antag, CN(C)C(=O)c1cc(C(=O)c2c(F)cccc2F)c[nH]1 reads 0

(list continues)
SMILES | M5 ag | M4 antag | M1 PAM | TAAR1 agonist | M1 ag | CHRM1 antagonist | M5 PAM | CHRM5 antagonist | CHRM4 agonist
Cc1ccc(OCC(=O)N(Cc2nnc(-c3ccccc3Cl)o2)C2CC2)cc1C | 0 | -10 | -8 | 18 | -4 | 5 | -13 | 16 | 13
O=C(C(=O)N1CCN(c2ccccc2)CC1)c1c[nH]c2ccccc12 | -2 | 10 | -1 | 3 | -4 | 20 | -4 | 7 | 2
O=C(CSc1nnc(SCc2ccc(Cl)cc2)s1)N/N=C/c1ccccc1Cl | -2 | 2 | 6 | 1 | -4 | -2 | -2 | 5 | 0
Cc1cccc(NC(=O)Cn2ccn(-c3ccc4c(c3)OCCO4)c(=O)c2=O)c1 | -3 | -3 | 7 | 0 | 0 | -26 | -5 | 0 | 1
CCOC(=O)c1c(-c2ccc(C)o2)csc1NC(=O)COC(=O)c1cccs1 | 2 | 29* | -10 | 9 | -3 | 1 | -19 | 14 | 11
NCCCNc1nc(N)c([N+](=O)[O-])c(NC2CCCCC2)n1 | -1 | 1 | -16 | 1 | -12 | 17 | -6 | 8 | 0
O=C(O)CCCn1cc(NC(=O)c2ccc(Br)o2)cn1 | -2 | 6 | -4 | -1 | -8 | 9 | 3 | -9 | 0
COc1cccc(COC(=O)c2ccc(S(=O)(=O)N3CCC(C)CC3)cc2)c1OC | 0 | -15 | 1 | 1 | -3 | -13 | -5 | 6 | 1
CC(=O)Nc1ccc(S(=O)(=O)NNC(=O)c2cccc([N+](=O)[O-])c2)cc1 | 1 | 0 | 7 | 5 | -3 | -10 | 4 | -2 | 0
O=C(CSc1ccc(Cl)cc1)Nn1cnnc1 | -5 | -5 | 1 | -1 | -3 | 0 | 11 | -10 | 0
CCOC(=O)C1CCN(Cc2ccc(N(C)C)cc2)CC1 | -6 | 7 | 2 | 11 | -2 | 4 | -1 | 1 | 0
C/C(=N/NC(=O)c1cc(C)[nH]n1)c1ccco1 | -2 | 0 | 2 | 13 | -1 | -3 | 1 | -5 | 0
O=C(COC(=O)Cc1ccsc1)Nc1ccc(S(=O)(=O)N2CCOCC2)cc1 | -1 | 1 | 8 | 1 | -7 | -5 | -7 | 4 | 2
O=C(c1ccc(OC2CCN(C/C=C/c3ccccc3)CC2)cc1)N1CCCCC1 | -6 | 26 | -14 | 2 | -6 | 30* | -12 | 4 | 2
CCCCNC(=O)COC(=O)c1ccc(Cl)c(S(=O)(=O)N2CCCC2)c1 | -1 | 5 | -6 | 1 | -4 | 5 | -17 | 2 | 0
CCC1CCCCN1C(=O)COC(=O)COc1ccc(Br)cc1 (centres undefined) | 5 | 0 | 4 | 11 | 2 | 8 | 0 | 7 | 2
O=C(CNc1ccccc1)N/N=C/c1cc([N+](=O)[O-])ccc1N1CCCC1 | -5 | 26 | 6 | 5 | -6 | -6 | -4 | 3 | 1
Cn1nc([N+](=O)[O-])c(C(C#N)c2ccccn2)c(Cl)c1=O (centres undefined) | -2 | -20 | 6 | 2 | -1 | -7 | -3 | 11 | 1
O/N=C1\CCCc2ccc(Cl)cc21 | -1 | -5 | 5 | 6 | -1 | 1 | -5 | 0 | 2
Cc1ccc(NC(=O)NCc2ccncc2)cc1Cl | -4 | 10 | 2 | 6 | -5 | 4 | -6 | 8 | 3
Cc1ccc2nc(N/N=C/c3ccccc3C#N)nc(-c3ccccc3)c2c1 | -1 | 2 | 2 | / | -11 | 7 | -2 | 3 | 1
Cc1ccc(C)c(N2CCN(C(=O)c3ccc(N4CCCC4=O)cc3)CC2)c1 | 3 | -3 | -6 | / | -3 | 8 | -15 | 10 | 19
O=C(Nc1ccc2c(c1)OCCO2)NC1(C(F)(F)F)Oc2ccccc2O1 | 2 | 13 | 16 | 1 | 0 | -19 | -3 | 1 | 1
O=C(Cn1nnc(-c2cc(Cl)ccc2-n2cnnn2)n1)N1CCCc2ccccc21 | 2 | -6 | 10 | 2 | 0 | -13 | -5 | -6 | 5
CCC(=O)Nc1ccc(NC(=O)CSc2nnnn2-c2ccc(OC)cc2)cc1 | 3 | -5 | 3 | 2 | -3 | -11 | -3 | 0 | 2

(cont.)
SMILES | M5 ag | M4 antag | M1 PAM | TAAR1 agonist | M1 ag | CHRM1 antagonist | M5 PAM | CHRM5 antagonist | CHRM4 agonist
O=C(CSc1nnc2ccccn12)NNC(=O)c1cccc(Cl)c1 | -5 | 2 | -5 | 1 | -4 | 5 | -2 | 22 | 0
CCC(C)N(C(=O)CN1C(=O)NC2(CCc3ccccc32)C1=O)C1CCS(=O)(=O)C1 (centres undefined) | 1 | 0 | 13 | 3 | -3 | -12 | 4 | 15 | 4
COC(=O)c1cc(NC(=O)c2c(F)c(F)c(F)c(F)c2F)cc(C(=O)OC)c1 | 3 | -8 | 5 | 6 | -2 | -8 | -8 | 9 | 12
NC(=O)C1CCC(NC(=O)OCc2ccccc2)CC1 (centres undefined) | -4 | -7 | 7 | 4 | -4 | -13 | 2 | -2 | 1
CC(=O)C12C3C4C(C5C1C3C5(Br)C41OCCO1)C21OCCO1 (centres undefined) | -2 | 7 | -1 | 4 | -6 | 5 | 6 | -5 | 1
Cc1ccc(NC(=O)C(C)OC(=O)c2cc(=O)[nH]c3ccccc23)cc1S(=O)(=O)N1CCOCC1 (centres undefined) | 5 | -6 | 6 | -1 | -6 | -4 | -2 | -4 | 1
Cc1cc(N)c2ccccc2n1 | 1 | 3 | 6 | 1 | -5 | -9 | 4 | 7 | 1
Cc1c(C(=O)O)oc2c1/C(=N\O)CC(C)(C)C2 | 1 | -5 | 6 | 0 | -2 | -7 | 2 | -3 | 1
COc1ccccc1C(C)NC(=O)c1ccc(NC(=O)CC2SC(N3CCCC3)=NC2=O)cc1 (centres undefined) | 2 | -6 | 7 | 12 | -3 | -9 | -5 | 11 | -1
CCOC(=O)c1c(C)oc2cc(Br)c(OC)cc12 | -2 | 1 | 7 | -1 | -7 | -5 | 6 | -3 | -1
CC(C)(C)c1ccc(S(=O)(=O)NCc2ccc(C(=O)N3CCCC3)cc2)cc1 | 1 | -4 | 7 | 16 | -4 | -7 | 5 | 1 | 0
CCCOc1cccc(C2/C(=C(/O)c3ccc(F)cc3)C(=O)C(=O)N2CCN(C)C)c1 (centres undefined) | -2 | 3 | 4 | 19 | -2 | -24 | 2 | -4 | 0

2 of the compounds above, with values under each structure.
Sequence of screens – M5 ag, M4 antag, M1 PAM, TAAR1 agonist, M1 ag, CHRM1 antagonist, M5 PAM, CHRM5 antagonist, CHRM4 agonist
> CCCCN(C)CCC(=O)Nc1ccc2c(c1)CCC2
    -9, 2, 0, 44*, -16, -2, 0, 6, 0
> NC(CSCc1ccccc1)C(=O)Nc1ccc([N+](=O)[O-])cc1 (centres undefined)
    7, 1, -11, /, -2, 15, -5, 11, 8

Source: PubChem (The Scripps Research Institute Molecular Screening Center)
